APE1 inh – inhibitors of human APE1 endonuclease. P27695. recombinant APE1, TAMRA/BHQ-2 abasic DNA cleavage fluorescence. Potency, µM (top dose mostly 65.8 µM), inactives show at the highest dose activity change, negative = inhibition, hits mostly inhibitors. hit rate 0.35% among 350,000;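 further: plate controls were vehicle for no effect and reference inhibitor for full effect; nearly all actives have a fitted effect of over 55% in size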
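APE1 at 0.75 nM preincubated 15 min at room temperature with compound. Reaction then started with 50 nM double-stranded THF-abasic substrate labelled with TAMRA/BHQ-2, and 525/598 nm fluorescence read kinetically. Activity taken as third-minus-first read difference, normalized to DMSO and NSC13755 controls.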
G9a block – G9a (human) methyltransferase inhibition; Q96KQ7; G9a H3K9 monomethylation, AlphaScreen, 2 h; Potency, µM (series often up to 102 µM), inactives show at the top dose activity, negative = inhibition, hits mostly inhibitors; hit rate 8.8% among 350,000; AID 504332; further: on the % scale 0 is the no-effect control and ±100 the full control effect; nearly all actives have a fitted effect of over 75% in size
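G9a (20 nM) was preincubated 15 min with compound, then reacted 2 h at room temperature with 500 nM biotin-H3K9 peptide and 20 µM SAM. Monomethyl-H3K9 detected by AlphaScreen using anti-H3K9me1 antibody.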
Anesthetic bind – binds horse apoferritin like a general anesthetic; P02791; apoferritin/1-aminoanthracene competitive binding, fluorescence; Potency, µM (doses to about 77.5 µM), for the others: at the highest dose activity change, negative = displacement, usual class: inhibitors; hit rate 0.074% among 350,000; further: on the % scale 0 is the no-effect control and ±100 the full control effect; nearly all actives have a fitted effect of over 20% in size
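10 uM apoferritin + 50% sat. 1-AMA, PBS; cpd 10 min RT; Ex380/Em535 endpoint; normalized to free probe vs complex; 4-param Hill fit; propofol titration as pos. ctrl.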
Pol iota inh – blocks human DNA polymerase iota activity; Q9UNA4; Pol iota fluorescent replication assay, 10 min; Potency, µM (series often up to 115 µM), inactives show at the top dose activity, negative = inhibition, usual class: inhibitors; hit rate 1% among 390,000; AID 588590
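Fluorescent replication assay read twice, at 0 min and 10 min after adding 50 nM (final) substrate. Enzyme (10 nM) and compounds were first incubated 15 min at room temperature; enzyme-free buffer wells were negative controls.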
BAZ2B block – inhibitors of human BAZ2B bromodomain. Q9UIF8. AlphaScreen BAZ2B-H3K14Ac peptide displacement. Potency, µM (titrated, usually from 114 µM), without a hit: at the top dose activity change, negative = inhibition, most hits filed as inhibitors. hit rate 4.4% among 360,000; further: on the % scale 0 is the no-effect control and ±100 the full control effect; nearly all actives have a fitted effect of over 60% in size
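Protein-peptide AlphaScreen: BAZ2B 50 nM, b-H3K14Ac 50 nM, 1x PBS pH 7.4 + 0.01% Tween-20. Preincubation 30 min RT; cpd 30 min RT (top 110 uM); beads 20 min RT, light-protected.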
POLK inh – DNA polymerase kappa (human) inhibition; purified Pol kappa, fluorescent DNA synthesis assay, 10 min; Potency, µM (titrated, usually from 107 µM), for the others: at the top dose activity, negative = inhibition, actives largely listed as inhibitors; hit rate 0.53% among 400,000; AID 588579; further: on the % scale 0 is the no-effect control and ±100 the full control effect
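Activity was followed as the change in fluorescence between reads at 0 and 10 min after starting the reaction with 50 nM substrate. Beforehand, 10 nM polymerase had been preincubated with compound for 15 min at room temperature.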
Pol eta inh – blocks human DNA polymerase eta activity; Q9Y253; recombinant Pol eta, fluorescent DNA replication assay; Potency, µM (top dose mostly 114 µM), for inactives: top-dose activity change, negative = inhibition, hits mostly inhibitors; hit rate 1.2% among 390,000; AID 588591; further: on the % scale 0 is the no-effect control and ±100 the full control effect
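Fluorescent replication assay: 50 nM final substrate added after a 15 min room-temperature compound preincubation with 10 nM enzyme. Signal taken at 0 min and again at 10 min.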
BLM helicase inh – inhibitors of human Bloom syndrome helicase BLM; P54132; hit rate 0.2% among 350,000; recombinant BLM DNA unwinding, fluorescence dequenching; Potency, µM (doses to about 56.1 µM), for inactives: at the highest dose activity change, negative = inhibition, most hits filed as inhibitors;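 further: plate controls were vehicle for no effect and no enzyme for full effect; nearly all actives have a fitted effect of over 35% in size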
Target sequence (P54132 whole entry, looked up): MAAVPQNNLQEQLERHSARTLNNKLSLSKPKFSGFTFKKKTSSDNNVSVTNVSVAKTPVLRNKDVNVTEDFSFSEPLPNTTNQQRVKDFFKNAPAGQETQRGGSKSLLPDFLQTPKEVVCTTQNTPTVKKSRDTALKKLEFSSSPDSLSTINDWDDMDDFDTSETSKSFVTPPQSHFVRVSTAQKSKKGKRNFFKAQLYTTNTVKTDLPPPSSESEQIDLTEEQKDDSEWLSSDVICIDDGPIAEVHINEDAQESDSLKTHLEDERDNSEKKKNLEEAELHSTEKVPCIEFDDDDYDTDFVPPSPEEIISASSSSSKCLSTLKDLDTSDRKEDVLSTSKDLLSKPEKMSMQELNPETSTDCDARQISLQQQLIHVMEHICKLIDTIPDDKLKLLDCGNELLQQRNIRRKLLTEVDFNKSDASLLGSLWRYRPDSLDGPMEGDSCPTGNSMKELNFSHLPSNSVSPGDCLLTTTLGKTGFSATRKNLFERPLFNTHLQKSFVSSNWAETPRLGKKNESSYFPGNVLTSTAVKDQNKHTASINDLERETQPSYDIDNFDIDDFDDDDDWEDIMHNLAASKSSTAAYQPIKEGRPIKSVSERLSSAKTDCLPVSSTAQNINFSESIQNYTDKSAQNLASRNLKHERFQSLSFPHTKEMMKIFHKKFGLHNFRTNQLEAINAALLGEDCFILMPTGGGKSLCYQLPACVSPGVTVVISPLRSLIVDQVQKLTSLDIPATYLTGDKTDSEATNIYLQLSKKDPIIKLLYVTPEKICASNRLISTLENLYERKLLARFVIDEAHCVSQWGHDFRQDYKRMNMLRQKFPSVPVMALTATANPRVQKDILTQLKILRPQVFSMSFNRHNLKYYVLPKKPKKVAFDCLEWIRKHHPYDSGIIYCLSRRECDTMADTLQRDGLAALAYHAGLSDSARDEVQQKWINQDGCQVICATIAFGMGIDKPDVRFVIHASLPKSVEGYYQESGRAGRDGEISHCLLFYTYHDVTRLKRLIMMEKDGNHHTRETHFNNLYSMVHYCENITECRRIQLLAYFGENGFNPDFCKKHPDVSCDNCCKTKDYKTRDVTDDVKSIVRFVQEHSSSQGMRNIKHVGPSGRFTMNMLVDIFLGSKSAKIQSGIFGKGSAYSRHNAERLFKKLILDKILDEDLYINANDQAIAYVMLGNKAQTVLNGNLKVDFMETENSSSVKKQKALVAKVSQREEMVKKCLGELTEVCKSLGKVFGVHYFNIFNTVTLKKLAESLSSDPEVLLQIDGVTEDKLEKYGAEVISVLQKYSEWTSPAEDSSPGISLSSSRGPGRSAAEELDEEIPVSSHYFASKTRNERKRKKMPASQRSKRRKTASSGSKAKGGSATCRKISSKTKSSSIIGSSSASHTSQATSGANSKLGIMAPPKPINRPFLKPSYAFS
Pol beta inh – DNA polymerase beta (human) inhibition. Pol beta primer extension/strand displacement, fluorescence kinetic. Potency, µM (highest dose often 114 µM), for inactives: top-dose activity change, negative = inhibition, most hits filed as inhibitors. P06746. hit rate 1.3% among 340,000; further: on the % scale 0 is the no-effect control and ±100 the full control effect
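10 nM enzyme + cpd, 15 min RT; start with substrate 50 nM final; read 0 min and after 10 min RT. Corrected, normalized data; 4-parameter Hill curve fit.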
Active calls of the source: *; u = inconclusive; x = not tested or not shown; [ ] = another dose, or the depositor's remark. The call rests on the fitted dose curve; in most records, active means well fitted curve in the direction sought with a large enough effect; inconclusive means small, poorly fitted or top-dose-only effect, or another doubt; inactive means no such curve, though single readings can be large; an effect the other way counts as inactive or inconclusive. Potency means the concentration at half of the fitted maximal effect. Not all compounds are listed, so the mix of outcomes need not match the whole.

SMILES	APE1 inh	POLK inh	Anesthetic bind	Pol eta inh	Pol beta inh	BLM helicase inh	G9a block	BAZ2B block	Pol iota inh
O=C(O)CNc1nc(-c2ccccc2)c2cc([N+](=O)[O-])ccc2n1	17%	-6%	4%	u	u	-12%	7.9µM*	79µM*	23%
CN1CCN(C(=O)c2ccc3c(c2)NC(=O)C(N2CCOCC2)S3)CC1 (centres undefined)	-3%	-3%	-5%	-17%	-13%	4%	-47%[59 µM]	-29%	4%
CCCOc1ccc(C2/C(=C(\O)c3c(C)[nH]c(C(=O)OC)c3C)C(=O)C(=O)N2CCN(C)C)cc1 (centres undefined)	4%	-14%	-16%	2%	20%	-4%	u	-11%	-10%
O=C1C2C3c4ccccc4C(c4ccccc43)C2C(=O)N1c1cccc2cccnc12 (centres undefined)	1%	-8%	-17%	-12%	34%	-7%	52%[activator][0.501 µM]	-7%	26%
COC(=O)c1nn(-c2ccc(C)cc2)c2nnc(Cc3ccccc3)c(=O)n12	1%	-17%	-9%	-16%	25%	-6%	18µM*	0%	25%
CC(C)CCOc1ccc(C2CC(=O)N(C)C2=O)cc1 (centres undefined)	-1%	-5%	u	-11%	-29%	3%	14%	-5%	4%
CC(Sc1nnc(-c2ccco2)n1C)C(=O)NC1CCCC1 (centres undefined)	0%	-9%	x	-17%	x	x	1%[2.33 µM]	7%	17%
CCOC(=O)CC(=O)CSc1nnc(Cn2c(=O)sc3ccccc32)n1C	-3%	-10%	-15%	-13%	24%	-7%	12%	5%	-8%
O=S(=O)(c1cc(F)ccc1F)N1CCC2(CC1)OCCN2S(=O)(=O)c1ccccc1	0%	-11%	x	3%	x	x	-39%	7%	1%
Nc1[nH]nc2nc3ccccc3cc12	19%	-6%	-8%	-17%	6%	-8%	10%	5%	27%
CC1(C)CC(=O)C=C(NC2CCCC(O)C2)C1 (centres undefined)	6%	-3%	x	-5%	x	x	10%[2.33 µM]	41%[activator]	-5%
Cc1cc(C)c2c(n1)sc1c(-c3ccccc3)c(C#N)c(N)nc12	0%	0%	2%	-13%	3%	0%	7.9µM*	27%	-2%
CCCCOc1ccc(/C(O)=C2/C(=O)C(=O)N(Cc3cccnc3)C2c2ccncc2)c(C)c1 (centres undefined)	-1%	-9%	-20%	-9%	-13%	-3%	45µM*	-19%	-4%
Cc1ccc(-c2nn(-c3cccc(F)c3)cc2CN(Cc2nccn2C)C(C)C)o1	-2%	-6%	-14%	-22%	8%	-3%	10µM*	u	69%[activator]
Cc1ccc(CNC(=O)Nc2cc(C(=O)NCc3cccc(F)c3)ccc2N2CCCC2)cc1	x	-1%[60.1 µM]	u	-21%	13%	2%	26%[59 µM]	14%	7%

Fetched by structure from the list above (2):
SMILES	APE1 inh	POLK inh	Anesthetic bind	Pol eta inh	Pol beta inh	BLM helicase inh	G9a block	BAZ2B block	Pol iota inh
CC1(C)CC(=O)C=C(NC2CCCC(O)C2)C1 (centres undefined)	6%	-3%	x	-5%	x	x	10%[2.33 µM]	41%[activator]	-5%
CC(C)CCOc1ccc(C2CC(=O)N(C)C2=O)cc1 (centres undefined)	-1%	-5%	u	-11%	-29%	3%	14%	-5%	4%

(cont.)
SMILES	APE1 inh	POLK inh	Anesthetic bind	Pol eta inh	Pol beta inh	BLM helicase inh	G9a block	BAZ2B block	Pol iota inh
CCC1(c2ccc(Cl)cc2)NC(=O)N(Cc2ccc(C(=O)OC)cc2)C1=O (centres undefined)	-2%	-10%	-4%	-18%	-28%	-14%	51%[activator]	-2%	12%
COc1ccc(OCC(=O)Nc2cc(OC)cc(OC)c2)cc1	0%	-8%	-12%	-4%	2%	-3%	27%[59 µM]	10%	17%
NC(=O)c1nnn(-c2cccc(C(F)(F)F)c2)c1-c1ccccc1	-2%	-1%	4%	-11%	3%	1%	x	0%	-9%[58.9 µM]
CCOc1cc(NC(=S)NCCCN2CCOCC2)c(OCC)cc1NC(=O)C(C)C	-14%	-5%	0%	-20%	-20%	2%	u	1%	9%
Cc1cccc(C)c1OCCNC(=O)C(=O)NCc1ccco1	4%	-11%	-3%	3%	10%	-3%	x	17%	27%
Cc1ccc(CNC(=O)CCC2CCCN(Cc3cccc4ncccc34)C2)o1 (centres undefined)	-3%	8%	u	3%	-5%	-5%	5%	-2%	-3%
COc1ccc(S(=O)(=O)Nc2cc(C(=O)NCCCOC(C)C)ccc2N2CCOCC2)cc1	8%	-10%	0%	-6%	22%	-4%	-38%	-15%	u
COc1cccc(NC(=O)CSc2nc3ccccc3nc2N2CCCC2)c1	5%	-11%	74%[activator]	-3%	-16%	-2%	x	38%[activator]	-17%
Cc1cccc(NC(=O)Nc2nnc(N3CCCCC3C)s2)c1C (centres undefined)	12%	-3%	-4%	-8%	36%	-4%	13%	-6%	-1%
O=C(C[n+]1ccccc1)Nc1c(Cl)cc(Cl)cc1Cl	2%	-11%	-20%	-12%	8.9µM*	-24%	x	35µM*	23%
CCN1C(=O)c2ccccc2S(=O)c2ccc(C(=O)NCCCN3CCCC3=O)cc21 (centres undefined)	11%	6%	0%	-18%	42%	3%	12%	8%	-13%
CSc1nc(C)nc(N/C=C(\C#N)S(=O)(=O)c2ccccc2Cl)n1	0%	-3%	-5%	-10%	43%	0%	x	1%	-16%[58.9 µM]
Cc1ccc(-n2nnnc2SCC(=O)Nc2sccc2C#N)cc1	6%	-12%	0%	u	u	-9%	18%[59 µM]	-4%	12%
CCOc1cc(CN2CCN(CCc3ccccc3)C(CCO)C2)ccc1OC (centres undefined)	-1%	8%	-9%	-17%	14%	-8%	7%	3%	124%[activator]
Cc1cccc(C2=N/C(=C\c3cccnc3)C(=O)O2)c1	-3%	-4%	-2%	-4%	4%	-4%	u	13%	23%

Given with two lines to a compound: 10 of the compounds above.
Results follow in this order: APE1 inh	POLK inh	Anesthetic bind	Pol eta inh	Pol beta inh	BLM helicase inh	G9a block	BAZ2B block	Pol iota inh
> CCC1(c2ccc(Cl)cc2)NC(=O)N(Cc2ccc(C(=O)OC)cc2)C1=O (centres undefined)
  -2%	-10%	-4%	-18%	-28%	-14%	51%[activator]	-2%	12%
> COc1ccc(OCC(=O)Nc2cc(OC)cc(OC)c2)cc1
  0%	-8%	-12%	-4%	2%	-3%	27%[59 µM]	10%	17%
> NC(=O)c1nnn(-c2cccc(C(F)(F)F)c2)c1-c1ccccc1
  -2%	-1%	4%	-11%	3%	1%	x	0%	-9%[58.9 µM]
> CCOc1cc(NC(=S)NCCCN2CCOCC2)c(OCC)cc1NC(=O)C(C)C
  -14%	-5%	0%	-20%	-20%	2%	u	1%	9%
> Cc1cccc(C)c1OCCNC(=O)C(=O)NCc1ccco1
  4%	-11%	-3%	3%	10%	-3%	x	17%	27%
> Cc1ccc(CNC(=O)CCC2CCCN(Cc3cccc4ncccc34)C2)o1 (centres undefined)
  -3%	8%	u	3%	-5%	-5%	5%	-2%	-3%
> COc1ccc(S(=O)(=O)Nc2cc(C(=O)NCCCOC(C)C)ccc2N2CCOCC2)cc1
  8%	-10%	0%	-6%	22%	-4%	-38%	-15%	u
> COc1cccc(NC(=O)CSc2nc3ccccc3nc2N2CCCC2)c1
  5%	-11%	74%[activator]	-3%	-16%	-2%	x	38%[activator]	-17%
> Cc1cccc(NC(=O)Nc2nnc(N3CCCCC3C)s2)c1C (centres undefined)
  12%	-3%	-4%	-8%	36%	-4%	13%	-6%	-1%
> O=C(C[n+]1ccccc1)Nc1c(Cl)cc(Cl)cc1Cl
  2%	-11%	-20%	-12%	8.9µM*	-24%	x	35µM*	23%

Next entries.
SMILES	APE1 inh	POLK inh	Anesthetic bind	Pol eta inh	Pol beta inh	BLM helicase inh	G9a block	BAZ2B block	Pol iota inh
CCOc1ccc(S(=O)(=O)NCCC(=O)N2CC(C)CC(C)C2)cc1 (centres undefined)	7%	-8%	x	2%	x	x	4%	-6%	18%
CCOC(=O)c1ccc(COc2nc3ccccc3nc2-c2ccccc2NC(C)=O)o1	-3%	-1%	3%	u	2%	3%	-13%[12.7 µM]	2%	-5%
O=C(NCc1ccccn1)c1cccc(NS(=O)(=O)c2cccc(F)c2)c1	16%	-1%	8%	1%	20%	4%	1%	-1%	161%[activator]
O=C1OC(Nc2ccc(F)c([N+](=O)[O-])c2)c2ccccc21 (centres undefined)	-1%	-3%	-2%	-5%	-21%	1%	-34%	-32%	-9%[58.9 µM]
O=C(CSc1n[nH]c(-c2ccncc2)n1)Nc1ccccc1C(F)(F)F	-4%	-19%	-15%	-11%	20%	0%	25µM*	5%	7%
COCCNC(=O)C(c1ccccc1C)N(CCOC)C(=O)Cn1nnc2ccccc21 (centres undefined)	0%	1%	-10%	-8%	4%	1%	8%	3%	18%
COc1cccc(C(=O)Nc2ccccc2N2CCN(C(=O)c3ccccc3)CC2)c1	-3%	-2%	x	-2%	x	x	x	x	-2%
Cc1occc1-c1nnc(SCC(=O)Nc2nc(-c3ccccc3)cs2)o1	-12%	-20%	u	-12%	17%	3%	-3%	3%	34%[activator]
Cc1cc(C(=O)CSc2ncccn2)c(C)n1Cc1ccco1	16%	1%	-16%	-4%	-4%	-8%	45µM*	8%	26%
